TIM10 inh – inhibits growth of TIM10 yeast strain; S. cerevisiae TIM10 strain growth, BacTiter-Glo luminescence, 24 h; inhibition, % at 10 µM; hit rate 1.4% among 330,000;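 active = inhibition of 40% or more at the single tested concentration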;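 note: wild-type TIM10 isogenic control strain grown at permissive 25 °C; 0% = DMSO yeast wells and 100% = minimal medium wells without yeast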
MIN6 prolif – induces beta-cell replication in MIN6 cells. MIN6 cells proliferation, ATPlite luminescence, 48 h; cells starved in 0.2% serum; 100% = growth in 10% serum. proliferation, % at 10 µM. hit rate 0.29% among 330,000. AID 2380;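 active = compounds whose signal lies at least 3.5 SD above the mean of all wells on their plate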;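 note: 0% = DMSO-treated cells in low-serum medium and 100% = 10% serum control; some compounds called inactive have numbers as strong as hits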
tim10-1 inh – growth inhibitors of tim10-1 mutant yeast. AID 463190. S. cerevisiae tim10-1 ts strain growth, BacTiter-Glo, 24 h. hit rate 2.2% among 330,000. inhibition, % at 20 µM;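 active = inhibition of at least 40%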;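 note: mutant grown at 25 °C; 0% = DMSO wells with yeast and 100% = wells holding no yeast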
MPTP block – inhibitors of mitochondrial permeability transition pore | isolated mouse mitochondria, Ca2+ swelling absorbance, 30 min | inhibition, % at 10 µM | hit rate 1.4% among 360,000 | AID 602449;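 active = inhibition of 50% or more, scaled per plate between neutral and stimulator controls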;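 note: 0% = DMSO wells given calcium and 100% = 1 mM EGTA wells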
tim23-1 inh – tim23-1 yeast growth inhibition; S. cerevisiae tim23-1 growth, BacTiter-Glo luminescence, 24 h; inhibition, % at 20 µM; hit rate 1.3% among 330,000; AID 463212;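 active = growth inhibition of the mutant yeast at or above 50%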;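 note: temperature-sensitive mutant grown at 25 °C; plate controls were DMSO-treated mutant yeast for no effect and medium wells lacking yeast for full effect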
APJ agonist – activates the human apelin receptor APJ; P35414; CHO-K1 APJ PathHunter beta-arrestin, luminescence; 0% DMSO wells, 100% apelin; activation, % at 20 µM; hit rate 0.11% among 330,000; AID 2520;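 active = activation more than six SD over the plate average, tested at 20 µM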;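 note: 0% = DMSO alone and 100% = apelin-13 at 10 nM; some results filed as inactive read as strong as hits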
Target sequence (P35414 whole entry, looked up): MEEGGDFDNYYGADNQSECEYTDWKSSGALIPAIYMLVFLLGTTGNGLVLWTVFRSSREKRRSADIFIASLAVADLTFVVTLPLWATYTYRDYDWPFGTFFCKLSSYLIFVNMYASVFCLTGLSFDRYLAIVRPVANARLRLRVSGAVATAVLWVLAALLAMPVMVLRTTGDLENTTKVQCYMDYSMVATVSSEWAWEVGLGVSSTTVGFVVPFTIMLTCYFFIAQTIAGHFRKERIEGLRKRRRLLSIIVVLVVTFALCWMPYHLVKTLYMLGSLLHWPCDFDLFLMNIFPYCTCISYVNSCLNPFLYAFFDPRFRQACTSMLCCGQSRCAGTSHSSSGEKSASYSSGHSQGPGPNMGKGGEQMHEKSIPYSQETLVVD
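assay system = CHO-K1 APJ beta-arrestin complementation cell line | input = cell density 1000 per well | dosing = compound 20 µM once, DMSO 1% | timing = compound 90 min 25 °C, reagent 1 h | measured by = luminescence from split beta-galactosidase complementation, Galacton Star/Emerald II substrate | read-out basis = APJ agonist activity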
NALP3 yeast inh – inhibitors of NALP3 inflammasome in yeast. AID 2825. Yeast reconstituted NLRP3/ASC/caspase-1, beta-gal luminescence, 24 h. inhibition, % at 10 µM. hit rate 0.39% among 330,000;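 active = inhibition of 50% or more; inactive = inhibition below 50%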;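 note: plate controls were induced DMSO wells for no effect and uninduced yeast grown without galactose for full effect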
NR3A LBD binder – modulators (binders) of human NR3A ligand-binding domain | Tm shift relative to glycine control, % at 25 µM | AID 1259313 | NR3A LBD differential scanning fluorimetry, Tm shift; 0% = protein alone, 100% = glycine-bound protein | hit rate 2.5% among 340,000;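 active = melting temperature shift of at least 10% of the positive control shift, at one fixed dose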
APJ antagonist – blocks the human apelin receptor APJ | CHO-K1 APJ beta-arrestin complementation, luminescence | AID 2521 | P35414 | inhibition, % at 20 µM | hit rate 0.32% among 330,000;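 active = inhibition above about 40% at 20 µM, limit read from the data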;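 note: cells challenged with 10 nM apelin-13 agonist together with compound; plate controls were apelin-13 plus DMSO wells for no effect and DMSO wells lacking apelin-13 for full effect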
* marks the source's active call; other numbers are inactive results.

1: CN(CC(=O)Nc1ccccc1Br)C(=O)CCc1nc2ccccc2c(=O)[nH]1
2: CC(=O)NCCC(=O)Nc1nc2c(ccc3ccccc32)s1
3: Cc1ncccc1C(=O)N1CCCC(CNC(=O)c2ccc(-c3ccccc3)cc2)C1 (centres undefined)
4: CC(=O)C1=C(O)C=C(c2ccco2)CC1c1ccco1 (centres undefined)
5: O=C(NCc1ccncc1)c1ccc(Cl)c(S(=O)(=O)N2CCCCC2)c1
6: CC(Cn1cncn1)C(=O)N1CCN(S(=O)(=O)c2ccc(Cl)cc2)CC1 (centres undefined)
7: CCNC(=O)CSc1nnc(-c2cccs2)o1
8: O=Cc1ccccc1Oc1ccccc1

assay / compound,1,2,3,4,5,6,7,8
TIM10 inh,0,-4,-19,7,-30,6,0,7
MIN6 prolif,-4,4,0,-3,-1,-1,2,-4
tim10-1 inh,-9,12,-3,8,-38,-10,-1,5
MPTP block,0.9,0.8,0.6,-1.4,-0.6,-1.0,-0.4,-2.4
tim23-1 inh,33,-1,10,5,-14,-4,2,5
APJ agonist,-2,0,-1,-3,0,-2,0,-2
NALP3 yeast inh,6,5,6,0,3,18,14,-17
NR3A LBD binder,1,0,1,0,-2,1,0,1
APJ antagonist,12,-23,-31,3,8,7,0,-11

9: COC(=O)c1c(NC(=O)C2CC2)sc2c1CCN(C(C)=O)C2
10: CS(=O)(=O)c1ccc2nc(NC(=O)Nc3ccccc3F)sc2c1
11: CCOc1ccc(CN(C)CC(=O)Nc2cccc3ccccc23)cc1OC
12: COc1cc(CC(=O)Nc2ccc(Cl)c(C(F)(F)F)c2)cc(OC)c1OC
13: O=C(O)c1cc(-c2ccc(N3CCOCC3)cc2)nn1-c1ccccc1Cl
14: COCc1cc(/C=N\NC(=O)COc2ccc(Cl)cc2)ccc1OC
15: Clc1ccccc1-c1ccc2ncnc(NCc3cccnc3)c2c1
16: COc1ccc(-c2nc(NC(C)=O)sc2-c2ccccc2)cc1

assay / compound,9,10,11,12,13,14,15,16
TIM10 inh,10,-9,0,30,-3,-9,18,26
MIN6 prolif,-3,-2,-3,-6,0,-3,-5,-2
tim10-1 inh,-10,-6,16,34,-7,-2,19,42*
MPTP block,-0.7,1.2,0.1,27,-1.0,-2.8,-0.3,82*
tim23-1 inh,19,-1,26,27,12,-27,31,42
APJ agonist,-3,-4,2,-2,2,-1,-2,-4
NALP3 yeast inh,19,15,17,-27,8,12,-7,2
NR3A LBD binder,0,3,1,-10,0,1,-3,-12
APJ antagonist,-5,4,5,-2,-8,3,0,-30

17: Cn1c(Cl)c(/C=N/OC(=O)c2cccc(Cl)c2)c2ccccc21
18: S=C(NCc1ccccc1)NC1CCCCC1
19: O=C1C[C@@H](c2ccccc2)Oc2cc(O)cc(O)c21
20: O=C(CSc1nc2ccccc2s1)Nc1cc(S(=O)(=O)N2CCOCC2)ccc1O
21: O=C(CN1C(=O)CSc2ncccc21)Nc1ccccc1F
22: COc1ccc(CCNC(=O)CCNS(=O)(=O)c2cccc3nonc23)cc1OC
23: O=C(N(c1ccccn1)c1ccccn1)C12CC3CC(CC(C3)C1)C2
24: CCCOC1CCCN(C(=O)c2ccc(OC3CCN(Cc4ccccn4)CC3)cc2)C1 (centres undefined)

assay / compound,17,18,19,20,21,22,23,24
TIM10 inh,9,-21,-4,3,3,-1,1,2
MIN6 prolif,-1,-2,-2,0,2,-2,-2,-2
tim10-1 inh,10,3,-15,23,2,-4,42*,-3
MPTP block,-2.2,-1.0,-0.2,24,0.2,0.2,-1.2,-1.1
tim23-1 inh,12,22,1,16,-1,-9,32,4
APJ agonist,-4,-3,-3,0,0,1,-7,-2
NALP3 yeast inh,18,34,19,10,11,3,1,13
NR3A LBD binder,-4,6,-1,-1,2,-15,0,0
APJ antagonist,3,-3,1,-4,-22,8,15,1

25: Cc1ccc(CNC(=O)CNC(=O)c2ccco2)cc1
26: O=C(NCCc1ccccc1F)N[C@@H](Cc1ccccc1)C(=O)O
27: COc1ccc(N(C(=O)Cn2nnc3ccccc32)C(C(=O)NCc2ccco2)c2ccncc2)cc1 (centres undefined)
28: CS(=O)(=O)N(CC(=O)NCc1ccc2c(c1)OCO2)Cc1ccccc1
29: C=CCNC(=O)c1onc(CSc2ccccc2F)c1C(=O)O
30: COCCNC(=O)C(c1ccc(O)cc1)N(C(=O)CCC(=O)Nc1nccs1)c1ccc(C)cc1 (centres undefined)
31: Cc1ccn2c(NC3CCCCC3)c(-c3cccc(-c4cccc(Cl)c4)c3)nc2c1
32: O=C(Nc1ccc(F)cc1)C1CC2CCC1C2 (centres undefined)

assay / compound,25,26,27,28,29,30,31,32
TIM10 inh,-14,4,-4,-24,4,9,25,-3
MIN6 prolif,-1,-3,9,0,0,-5,-8,3
tim10-1 inh,32,9,-3,15,-16,16,28,19
MPTP block,0.2,0.4,-1.2,-0.9,0.7,0.0,7.0,2.0
tim23-1 inh,6,3,11,3,-2,7,25,17
APJ agonist,-1,-2,0,-3,-3,-3,3,-3
NALP3 yeast inh,9,7,7,-1,4,-9,15,21
NR3A LBD binder,-1,5,-2,1,-1,-3,-7,-1
APJ antagonist,7,3,34,-7,-2,7,-22,-28

33: CC(C)Oc1cccc(C(=O)C2CCCN(C(=O)c3ccnn3C)C2)c1 (centres undefined)
34: Cc1ccc(CN(CC(=O)NCc2ccccn2)S(=O)(=O)c2ccccc2)cc1
35: COc1ccc(NC(=O)CSC2=NC(=O)CC(C)=N2)cc1
36: COc1ccc(/C=N/NC(=O)c2ccncc2)cc1[N+](=O)[O-]
37: COc1cc(O)oc1C=Nc1ccc(C(F)(F)F)cc1
38: COc1ccc2[nH]c(=O)c(CN(Cc3nnnn3Cc3ccco3)C3CCCCC3)cc2c1
39: COc1ccc(OC)c(NC(=O)C(CC(C)C)NC(=O)C2CCCCC2)c1 (centres undefined)
40: Cc1nnc(SCC(=O)NNC(=O)COc2ccc(Br)cc2)n1C

assay / compound,33,34,35,36,37,38,39,40
TIM10 inh,0,-4,-1,3,12,-4,7,-11
MIN6 prolif,0,-1,-4,0,-4,-2,-2,-2
tim10-1 inh,16,33,-15,0,31,5,31,-15
MPTP block,2.6,0.8,-0.1,0.9,1.8,-0.3,-1.1,-0.8
tim23-1 inh,13,18,-5,1,7,19,25,3
APJ agonist,-1,-4,-1,1,-3,-3,-1,-2
NALP3 yeast inh,1,15,3,-6,-13,4,16,11
NR3A LBD binder,-1,-1,-6,2,-3,-4,1,1
APJ antagonist,-5,19,19,-12,5,-11,8,-4

Overlap with the part before: four entries, followed by the next part.
37: COc1cc(O)oc1C=Nc1ccc(C(F)(F)F)cc1
38: COc1ccc2[nH]c(=O)c(CN(Cc3nnnn3Cc3ccco3)C3CCCCC3)cc2c1
39: COc1ccc(OC)c(NC(=O)C(CC(C)C)NC(=O)C2CCCCC2)c1 (centres undefined)
40: Cc1nnc(SCC(=O)NNC(=O)COc2ccc(Br)cc2)n1C
41: CCN(CC)CCOC(=O)/C=C/c1ccccc1
42: O=Cc1cccn1-c1ccc(O)cc1
43: CC(=O)Nc1cccc(-c2nc3ccccc3s2)c1
44: Cc1cccc(NC(=O)CCSc2nnc(Cc3ccccc3)o2)c1
45: CSc1n[nH]c(=O)n1-c1cccc(Cl)c1
46: C/C(CC(=O)Nc1ccc(OCc2ccccc2)cc1)=N\NC(=O)C(=O)Nc1cccc(C)c1
47: COc1ccc(C(=O)NCCCSc2ccccc2)cc1F
48: Cc1cccc(C(=O)NC2CC3CCCC(C2)N3C(=O)NC2CCCCC2)c1 (centres undefined)

assay / compound,37,38,39,40,41,42,43,44,45,46,47,48
TIM10 inh,12,-4,7,-11,-13,2,8,1,13,14,-5,11
MIN6 prolif,-4,-2,-2,-2,2,4,-2,-1,2,0,0,-2
tim10-1 inh,31,5,31,-15,-10,-9,16,2,11,8,-9,2
MPTP block,1.8,-0.3,-1.1,-0.8,1.8,-0.5,1.7,-0.8,1.2,1.1,-1.3,-0.4
tim23-1 inh,7,19,25,3,3,7,39,8,0,8,-1,0
APJ agonist,-3,-3,-1,-2,-3,-2,-3,-1,-4,0,-2,-3
NALP3 yeast inh,-13,4,16,11,-3,6,54*,12,11,10,24,6
NR3A LBD binder,-3,-4,1,1,0,-2,-14,6,0,-3,-25,0
APJ antagonist,5,-11,8,-4,15,-6,-9,14,1,-5,3,0

49: Cc1ccc(NC(=O)CCN2C(=O)OC(C)(C)C2(C)O)cc1 (centres undefined)
50: O=C(/C=C/c1ccc(F)cc1)N1CCCN(C(=O)/C=C/c2ccc(F)cc2)CC1
51: CCOC(=O)C1=C(C)N=c2s/c(=C\c3cccc(OCC(=O)O)c3)c(=O)n2C1c1ccccc1 (centres undefined)
52: CCN(CC)C(=O)COC(=O)c1ccc(C)c(NC(=O)c2ccco2)c1
53: Cc1cc2cc(C#N)c(SCC(=O)Nc3nonc3C)nc2cc1C
54: OCCC1CN(Cc2cccn2-c2nccs2)CCN1C1CCCCC1 (centres undefined)
55: COc1ccc(S(=O)(=O)N(C)C)cc1NC(=O)CN1C(=O)NC2(CCCC2)C1=O
56: CC1CCN(Cc2nc3c(c(=O)n(C)c(=O)n3C)n2CCc2ccccc2)CC1

assay / compound,49,50,51,52,53,54,55,56
TIM10 inh,-20,4,6,6,-23,-8,-17,4
MIN6 prolif,-2,0,-2,-1,-2,-1,-3,-1
tim10-1 inh,4,10,15,7,-15,2,-2,6
MPTP block,4.9,-0.8,0.5,-1.7,2.2,0.0,-0.1,-0.1
tim23-1 inh,4,21,15,9,-17,6,11,5
APJ agonist,0,-2,-4,-4,0,-5,-2,-3
NALP3 yeast inh,5,23,28,4,4,0,-13,21
NR3A LBD binder,-1,-7,-1,-1,4,1,2,3
APJ antagonist,1,-19,3,13,13,15,8,9

Screens as filed in PubChem BioAssay.
